H9c2 protect: cardioprotection against H2O2-induced cell death, primary screen, uHTS, H9c2 cells, ATPLite luminescence; H9c2 cardiomyocytes, H2O2 injury protection, 2 h; protection from H2O2 cell death, % at 20 µM; actives 0.63% (n = 360,000); AID 588492, 2011;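 active = compounds giving at least 50% protection of heart cells from peroxide-induced death in the single-dose screen, raw or plate-pattern-corrected value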;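 note: 0% = DMSO wells with peroxide and 100% = DMSO wells without peroxide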
TLR9-MyD88 inh: inhibitors of TLR9-MyD88 association in cells, primary screen, cell-based, CHO, BLA complementation, fluorescence; Toll-like receptor 9 (Homo sapiens) + Myeloid differentiation primary response protein …; inhibition, % at 4.98 µM; actives 0.21% (n = 340,000); CCF4 FRET ratio;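 active = inhibition above the mean over all tested compounds plus 3 SD, cut at about 21% in these data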;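 note: 0% = DMSO only wells and 100% = clavulanate BLA inhibitor control wells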
ABCB6 inh 2: ABCB6 transporter inhibitors, primary screen, K562-ABCB6 cells, flow cytometry, MLPCN library; ATP-binding cassette sub-family B member 6 (Homo sapiens), Q9NP58; K562-ABCB6 porphyrin accumulation, 1 h; stronger effect = lower value; fluorescence ratio to DMSO, % at 10 µM; actives 0.19% (n = 360,000); AID 602162, 2011;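 active = fluorescence ratio to DMSO below 75%, the collection mean minus 3 SD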;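 note: signal is porphyrin accumulated inside mitochondria; 100% equals median channel fluorescence of DMSO control wells; lower ratio means ABCB6 inhibition with less porphyrin fluorescence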
SRC2 inh: inhibition of GAL4-SRC2 driven luciferase reporter, primary screen, SRC2 inhibitor project, cell-based, luminescence; inhibition, % at 9 µM; HEK293 GAL4-SRC2 luciferase reporter; actives 0.17% (n = 370,000); Nuclear receptor coactivator 2 (Homo sapiens), Q15596;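 active = inhibition above the mean inhibition of all tested compounds plus 3 SD, set per campaign, cut at about 52% in these data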;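 note: 0% = DMSO treated cells and 100% = cells given Gossypol at 36 µM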
HTR2A ag: mouse Htr2a agonists via beta-arrestin recruitment, primary screen, cell-based, luminescence; 5-hydroxytryptamine receptor 2A (Mus musculus), P35363; CHO-K1 mHTR2A beta-arrestin complementation; percent of 30 µM serotonin response; activation, % at 7.6 µM; actives 0.66% (n = 360,000);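 active = activation above a run cutoff, the mean activation of all tested compounds plus 3 SD, cut at about 14% in these data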;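 note: 0% = plate median of compound wells and 100% = 30 µM serotonin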
Glyco luc inh: increase of ERlucT glycosylation luciferase signal, primary screen, N-linked glycosylation inhibitor project, D54 ERlucT cells, luminescence, set 2; D54 ERlucT glycosylation luciferase reporter, 24 h; percent of 100 nM tunicamycin response; reporter increase, % at 12.5 µM; actives 0.23% (n = 360,000);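 active = mean luciferase reporter signal, scaled so untreated is 0 and the glycosylation-blocking control 100, at or above a set limit in every replicate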;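 note: luciferase carries N-glycosylation sites so blocking glycosylation raises the light; 0% = median of neutral control wells and 100% = median of 100 nM tunicamycin wells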
MC4R barr agon: MC4R agonists recruiting beta-arrestin, primary screen, cell-based, luminescence, agonist arm of biased-ligand search; Melanocortin receptor 4 (Homo sapiens), P32245; U2OS MC4R beta-arrestin complementation; percent of melanotan II response, DMSO zero; activation, % at 8.9 µM; actives 0.98% (n = 360,000); AID 540308, 2011;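 active = activation above a per-plate cutoff, the mean activation of sample wells on that plate plus 3 SD, cut at about 8% in these data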
Target sequence (P32245 whole entry, looked up): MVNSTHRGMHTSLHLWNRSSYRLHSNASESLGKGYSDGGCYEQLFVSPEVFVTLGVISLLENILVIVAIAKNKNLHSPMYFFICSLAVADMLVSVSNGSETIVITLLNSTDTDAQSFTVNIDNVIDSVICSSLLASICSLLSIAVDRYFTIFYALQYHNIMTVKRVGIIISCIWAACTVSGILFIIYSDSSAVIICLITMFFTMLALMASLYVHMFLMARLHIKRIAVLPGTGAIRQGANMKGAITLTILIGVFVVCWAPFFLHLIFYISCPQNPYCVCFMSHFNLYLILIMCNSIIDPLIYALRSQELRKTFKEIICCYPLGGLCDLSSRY
ABHD5-PLIN5 inh: ABHD5-PLIN5 interaction inhibitors, primary screen, cell lysate, split luciferase complementation, luminescence | Perilipin-5 (Homo sapiens) + 1-acylglycerol-3-phosphate O-acyltransferase ABHD5 (Homo … | Split G. princeps luciferase complementation, 4 h | inhibition, % at 4 µM | actives 0.78% (n = 360,000) | AID 602281, 2012;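 active = inhibition above the mean inhibition across every tested compound plus 3 SD, cut at about 22% in these data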;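 note: 0% = DMSO only wells and the 100% control is not disclosed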
MC4R antagonist: MC4R antagonists of cAMP signaling, primary screen, cell-based, TR-FRET, antagonist arm of biased-ligand search | Melanocortin receptor 4 (Homo sapiens), P32245 | MC4R-expressing cells, MTII-stimulated cAMP, LANCE TR-FRET | inhibition, % at 6.5 µM | actives 0.48% (n = 360,000);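 active = inhibition above its plate's cutoff, the mean of tested wells on that plate plus 3 SD, cut at about 29% in these data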;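 note: 0% = Melanotan II alone and 100% = Melanotan II plus saturating MCL0020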
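system = U2OS cells with stable human MC4R expression | also added = Melanotan II challenge after compound preincubation | dosing = one concentration, 6.5 µM nominal | incubation = compound 30 min, challenge 1 h, detection 1 h | measured by = TR-FRET with Eu-cAMP and labeled anti-cAMP, 671 nm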
NOD2-RIPK2 inh: NOD2-RIPK2 binding disruptors in cells, primary screen, fluorescence, CHO cells, BLA complementation | Receptor-interacting serine/threonine-protein kinase 2 (Homo sapiens), O43353 | CCF4 ratio | inhibition, % at 4.98 µM | actives 0.38% (n = 360,000) | AID 624267, 2012; in the data active = inhibition above about 21%;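 note: 0% = vehicle only and 100% = reference blocker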
Target sequence (O43353 whole entry, looked up): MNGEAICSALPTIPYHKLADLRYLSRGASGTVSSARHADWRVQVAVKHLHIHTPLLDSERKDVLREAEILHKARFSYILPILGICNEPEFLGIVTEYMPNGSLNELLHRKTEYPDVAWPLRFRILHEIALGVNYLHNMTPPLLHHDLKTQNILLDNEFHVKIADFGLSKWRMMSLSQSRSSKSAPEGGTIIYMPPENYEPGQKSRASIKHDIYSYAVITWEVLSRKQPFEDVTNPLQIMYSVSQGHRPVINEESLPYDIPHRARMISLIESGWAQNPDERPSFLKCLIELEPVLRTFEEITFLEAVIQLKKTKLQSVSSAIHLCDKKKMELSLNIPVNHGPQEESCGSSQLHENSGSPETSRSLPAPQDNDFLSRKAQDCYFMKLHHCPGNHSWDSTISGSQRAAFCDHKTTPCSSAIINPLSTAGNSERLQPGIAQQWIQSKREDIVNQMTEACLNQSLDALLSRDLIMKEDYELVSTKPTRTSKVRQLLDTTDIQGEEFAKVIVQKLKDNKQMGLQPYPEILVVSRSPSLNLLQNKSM
An asterisk follows results filed as active. A portion of the library; count on the stated rates, not on these rows.

CN(CC(=O)N1CCN(c2ccccn2)CC1)S(=O)(=O)c1ccc(Cl)cc1 was read as H9c2 protect 8, TLR9-MyD88 inh -16, ABCB6 inh 2 96, SRC2 inh 7, HTR2A ag 3, Glyco luc inh 1, MC4R barr agon 0.6, ABHD5-PLIN5 inh -6, MC4R antagonist 15 and NOD2-RIPK2 inh -4.
For Cc1ccc(Cn2cc(CN3CC(N4CCN(CCN(C)C)CC4)CS3(=O)=O)nn2)cc1 (configuration not stated) the results were ABCB6 inh 2 97, SRC2 inh 14, HTR2A ag 3, ABHD5-PLIN5 inh 3 and NOD2-RIPK2 inh 3.
`Cc1ccc(Cl)cc1N1CCN(C(=O)c2noc(C)c2[N+](=O)[O-])CC1` gave H9c2 protect -2, TLR9-MyD88 inh 5, ABCB6 inh 2 99, SRC2 inh 11, HTR2A ag 3, Glyco luc inh 2, MC4R barr agon -1.3, ABHD5-PLIN5 inh 9, MC4R antagonist 4 and NOD2-RIPK2 inh 0.
C=CCNc1nc(NCCN2CCOCC2)nc(OC)n1 was read as H9c2 protect 1, TLR9-MyD88 inh 6, ABCB6 inh 2 96, SRC2 inh -2, HTR2A ag 4, Glyco luc inh 1, MC4R barr agon 1.4, ABHD5-PLIN5 inh 6, MC4R antagonist -8 and NOD2-RIPK2 inh -8.
`COc1ccc(C(O)c2ncc(-c3ccc4ccccc4c3)[nH]2)cc1F` (configuration not stated) gave H9c2 protect -7, ABCB6 inh 2 100, SRC2 inh 1, HTR2A ag 6, Glyco luc inh 0, MC4R barr agon 0.0, ABHD5-PLIN5 inh -3, MC4R antagonist 2 and NOD2-RIPK2 inh 0.
CCOC(=O)c1c(NC(=O)COC(=O)c2ncc(Cl)c(Cl)c2Cl)sc(C(=O)N(C)C)c1C was read as H9c2 protect -1, TLR9-MyD88 inh -2, ABCB6 inh 2 94, HTR2A ag 2, Glyco luc inh 2, MC4R barr agon -4.5, ABHD5-PLIN5 inh 7, MC4R antagonist 6 and NOD2-RIPK2 inh -4.
Cc1ccc(NC(=O)c2cc(-n3cnnc3)ccc2Cl)c(C)c1 was read as H9c2 protect 8, TLR9-MyD88 inh -2, ABCB6 inh 2 100, SRC2 inh -6, HTR2A ag -1, Glyco luc inh 1, MC4R barr agon -0.9, ABHD5-PLIN5 inh -1, MC4R antagonist 20 and NOD2-RIPK2 inh -1.
For CCc1cccc(C)c1NC(=O)CN1C(=O)c2ccccc2S1(=O)=O the results were H9c2 protect -2, TLR9-MyD88 inh -3, ABCB6 inh 2 101, SRC2 inh -3, HTR2A ag -3, Glyco luc inh 1, MC4R barr agon -1.4, ABHD5-PLIN5 inh 3, MC4R antagonist 9 and NOD2-RIPK2 inh 3.
`Cc1ccc(C(=O)COC(=O)C(C)N2C(=O)C3C4C=CC(C4)C3C2=O)cc1C` (configuration not stated) gave H9c2 protect -2, TLR9-MyD88 inh 0, ABCB6 inh 2 96, SRC2 inh -8, HTR2A ag -5, Glyco luc inh -1, MC4R barr agon -2.8, ABHD5-PLIN5 inh 14, MC4R antagonist 3 and NOD2-RIPK2 inh -6.
`Cc1ccc(Oc2ccc(C(=O)NCc3ccncc3)cc2)cc1` gave H9c2 protect -23, TLR9-MyD88 inh 2, ABCB6 inh 2 96, SRC2 inh 45, HTR2A ag -3, Glyco luc inh -6, MC4R barr agon -0.7, ABHD5-PLIN5 inh -3, MC4R antagonist -2 and NOD2-RIPK2 inh 5.
CCN(CC)S(=O)(=O)c1ccc(NC(=O)COc2cccc(-n3cnnn3)c2)cc1 was read as H9c2 protect 11, TLR9-MyD88 inh -4, ABCB6 inh 2 99, SRC2 inh -20, HTR2A ag -7, Glyco luc inh 2, MC4R barr agon -0.2, ABHD5-PLIN5 inh 1, MC4R antagonist 12 and NOD2-RIPK2 inh 7.
CCC(C)NC(=O)CCc1nc2ccccc2n1-c1ccccc1 (configuration not stated) was read as H9c2 protect 1, TLR9-MyD88 inh 1, ABCB6 inh 2 95, SRC2 inh 20, HTR2A ag 3, Glyco luc inh -3, MC4R barr agon -0.2, ABHD5-PLIN5 inh 5, MC4R antagonist -6 and NOD2-RIPK2 inh -6.

The final 2 compounds of the section above come first, to join the parts.
CCN(CC)S(=O)(=O)c1ccc(NC(=O)COc2cccc(-n3cnnn3)c2)cc1 was read as H9c2 protect 11, TLR9-MyD88 inh -4, ABCB6 inh 2 99, SRC2 inh -20, HTR2A ag -7, Glyco luc inh 2, MC4R barr agon -0.2, ABHD5-PLIN5 inh 1, MC4R antagonist 12 and NOD2-RIPK2 inh 7.
CCC(C)NC(=O)CCc1nc2ccccc2n1-c1ccccc1 (configuration not stated) was read as H9c2 protect 1, TLR9-MyD88 inh 1, ABCB6 inh 2 95, SRC2 inh 20, HTR2A ag 3, Glyco luc inh -3, MC4R barr agon -0.2, ABHD5-PLIN5 inh 5, MC4R antagonist -6 and NOD2-RIPK2 inh -6.
Screening CCCC(=O)Nc1cc(C(=O)O)ccc1S(=O)(=O)c1ccc(C)cc1 returned H9c2 protect 0, TLR9-MyD88 inh -6, ABCB6 inh 2 101, SRC2 inh -11, HTR2A ag -1, Glyco luc inh -1, MC4R barr agon -0.4, ABHD5-PLIN5 inh -2, MC4R antagonist 5 and NOD2-RIPK2 inh 4.
`Cc1cc(C(=O)NC2CCCN(Cc3ccccc3F)C2)no1` (configuration not stated) gave H9c2 protect 4, TLR9-MyD88 inh 2, ABCB6 inh 2 92, SRC2 inh -7, HTR2A ag -3, Glyco luc inh -1, MC4R barr agon -2.5, ABHD5-PLIN5 inh 6, MC4R antagonist 0 and NOD2-RIPK2 inh 1.
CC(=O)NC(Cc1ccc(F)cc1)C(=O)NC1CCN(C(=O)Nc2ccc(F)cc2)CC1 (configuration not stated) was read as H9c2 protect 6, TLR9-MyD88 inh -1, ABCB6 inh 2 101, SRC2 inh -10, HTR2A ag -10, Glyco luc inh 2, MC4R barr agon 0.1, ABHD5-PLIN5 inh 1, MC4R antagonist 2 and NOD2-RIPK2 inh -6.
Screening Cc1ccccc1NC(=O)c1ccc(NC(=O)c2ccco2)cc1 returned H9c2 protect 3, TLR9-MyD88 inh -5, ABCB6 inh 2 95, SRC2 inh -11, HTR2A ag 2, Glyco luc inh -2, MC4R barr agon -0.4, ABHD5-PLIN5 inh 0, MC4R antagonist 15 and NOD2-RIPK2 inh -4.
O=C(C1=C[C@@H](C2CC2)C[C@@H](OCc2ccc(CO)cc2)O1)N1CCN(Cc2ccccc2)CC1 was read as H9c2 protect -3, TLR9-MyD88 inh -14, ABCB6 inh 2 100, SRC2 inh 13, HTR2A ag 0, Glyco luc inh -2, MC4R barr agon 0.1, ABHD5-PLIN5 inh 9, MC4R antagonist 2 and NOD2-RIPK2 inh -4.
Cc1cc(C)c2c(C)nn(-c3ccccc3)c2n1 was read as H9c2 protect -2, TLR9-MyD88 inh 4, ABCB6 inh 2 94, SRC2 inh 0, HTR2A ag -3, Glyco luc inh 1, MC4R barr agon 0.7, ABHD5-PLIN5 inh -2, MC4R antagonist 0 and NOD2-RIPK2 inh -2.
COCC(C)NC(C(=O)Nc1ccc(Cl)c([N+](=O)[O-])c1)c1ccccc1 (configuration not stated) was read as H9c2 protect 0, TLR9-MyD88 inh -6, ABCB6 inh 2 78, SRC2 inh -5, HTR2A ag 0, Glyco luc inh 3, MC4R barr agon -1.0, ABHD5-PLIN5 inh -1, MC4R antagonist 1 and NOD2-RIPK2 inh -5.
C[Si](C)(C)n1ccnc1 was read as H9c2 protect 3, TLR9-MyD88 inh 12, ABCB6 inh 2 100, SRC2 inh -14, HTR2A ag -2, Glyco luc inh 1, MC4R barr agon 0.3, ABHD5-PLIN5 inh 5, MC4R antagonist 15 and NOD2-RIPK2 inh -10.
COC(=O)c1ccccc1NC(=O)NC1CCCCC1 was read as H9c2 protect 9, TLR9-MyD88 inh -10, ABCB6 inh 2 100, SRC2 inh -5, HTR2A ag 3, Glyco luc inh 1, MC4R barr agon -1.0, ABHD5-PLIN5 inh -4, MC4R antagonist 4 and NOD2-RIPK2 inh 6.
CCN(CC)C(=O)C1=C(C)N(Cc2ccccc2)C(=O)C(CC(=O)NCc2cccc3ccccc23)C1 (configuration not stated) was read as H9c2 protect 7, TLR9-MyD88 inh 9, ABCB6 inh 2 93, SRC2 inh -18, HTR2A ag -1, Glyco luc inh 1, MC4R barr agon -0.7, ABHD5-PLIN5 inh 6, MC4R antagonist 13 and NOD2-RIPK2 inh 0.
For NC(=O)c1ccc(NC(=S)NCc2ccco2)cc1 the results were H9c2 protect 0, TLR9-MyD88 inh 5, ABCB6 inh 2 94, SRC2 inh -9, HTR2A ag -5, Glyco luc inh 2, MC4R barr agon -1.5, ABHD5-PLIN5 inh 2, MC4R antagonist 3 and NOD2-RIPK2 inh 3.
For O=C(COc1ccc(Br)cc1Cl)N1CCN(c2ncccn2)CC1 the results were H9c2 protect -4, TLR9-MyD88 inh -3, ABCB6 inh 2 98, SRC2 inh 5, HTR2A ag -5, Glyco luc inh 0, MC4R barr agon 0.1, ABHD5-PLIN5 inh 6, MC4R antagonist -7 and NOD2-RIPK2 inh -12.
For CC(=O)Oc1c(C)c(C)c2c(c1C)CCC(C)(CCCC(C)CCCC(C)CCCC(C)C)O2 (configuration not stated) the results were H9c2 protect 8, TLR9-MyD88 inh -15, ABCB6 inh 2 108, SRC2 inh 3, HTR2A ag -3, Glyco luc inh 4, MC4R barr agon -0.8, ABHD5-PLIN5 inh -9, MC4R antagonist 3 and NOD2-RIPK2 inh -20.
Screening CC1CCC(NC(=O)C(C)N2C(=O)C3CCCCC3C2=O)CC1 (configuration not stated) returned H9c2 protect -3, TLR9-MyD88 inh -11, ABCB6 inh 2 102, SRC2 inh -13, HTR2A ag 4, Glyco luc inh 4, MC4R barr agon -1.0, ABHD5-PLIN5 inh -3, MC4R antagonist 6 and NOD2-RIPK2 inh -12.
